RPL19A-GFP yeast – modulators of TOR pathway RPL19A-GFP in S. cerevisiae; 330,000 tested, 0.3% active; S. cerevisiae RPL19A-GFP strain, flow cytometry, 3 h; stronger effect = lower value; percent response vs DMSO, % at 10 µM;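 active means percent response vs DMSO below 50%; inconclusive means fewer than 70 events counted for the yeast strain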;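 further: median channel GFP fluorescence of the barcoded RPL19A-GFP strain; ratio of sample median GFP to plate DMSO average so 100% = DMSO; lower means less RPL19A-GFP as with rapamycin TOR inhibition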
VLA-4 inh – inhibition in a human VLA-4 binding assay. 330,000 tested, 0.2% active. VLA-4 expressing cells, ligand binding flow cytometry. inhibition, % (about 7 µM as worked out from the volumes in the protocol). P13612. AID 2557; in the data active means inhibition above about 50%
Target sequence (P13612 whole entry, looked up): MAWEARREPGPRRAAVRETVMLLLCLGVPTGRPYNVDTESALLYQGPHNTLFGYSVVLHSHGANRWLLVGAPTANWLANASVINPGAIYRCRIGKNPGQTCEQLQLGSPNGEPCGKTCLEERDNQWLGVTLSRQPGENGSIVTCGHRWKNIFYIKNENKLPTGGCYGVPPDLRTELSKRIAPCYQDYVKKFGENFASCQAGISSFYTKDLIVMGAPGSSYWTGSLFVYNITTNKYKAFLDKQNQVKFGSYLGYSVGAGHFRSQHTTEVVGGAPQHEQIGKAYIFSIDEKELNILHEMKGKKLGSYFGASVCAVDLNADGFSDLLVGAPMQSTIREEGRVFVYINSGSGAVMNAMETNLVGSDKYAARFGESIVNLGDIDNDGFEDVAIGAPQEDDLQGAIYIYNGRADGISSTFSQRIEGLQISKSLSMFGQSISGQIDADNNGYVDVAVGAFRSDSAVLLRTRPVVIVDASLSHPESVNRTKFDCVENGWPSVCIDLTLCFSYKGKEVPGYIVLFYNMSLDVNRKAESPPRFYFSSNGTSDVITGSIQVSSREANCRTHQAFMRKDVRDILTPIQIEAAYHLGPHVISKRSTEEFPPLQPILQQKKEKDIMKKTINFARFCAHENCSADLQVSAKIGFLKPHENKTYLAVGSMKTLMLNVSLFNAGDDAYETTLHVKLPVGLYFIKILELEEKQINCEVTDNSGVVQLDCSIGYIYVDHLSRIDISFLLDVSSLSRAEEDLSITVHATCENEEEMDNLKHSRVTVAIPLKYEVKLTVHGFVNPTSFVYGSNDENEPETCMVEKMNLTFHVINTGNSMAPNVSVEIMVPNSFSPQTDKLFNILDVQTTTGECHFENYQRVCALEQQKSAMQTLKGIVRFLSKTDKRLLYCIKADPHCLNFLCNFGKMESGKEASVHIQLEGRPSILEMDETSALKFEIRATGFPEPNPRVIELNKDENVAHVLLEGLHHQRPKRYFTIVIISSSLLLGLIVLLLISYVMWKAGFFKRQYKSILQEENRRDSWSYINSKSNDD
GASC-1 inh – blocks human GASC-1 demethylase activity; Q9H3R0; GST-JMJD2C(1-420) H3K9me3 demethylation, DELFIA europium; inhibition, % at 2.35 µM; 330,000 tested, 0.069% active; AID 2099;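 active means more than half of a compound's replicate wells show inhibition beyond 50%, single wells judged on their own value; inconclusive means some, but no more than half, of replicates pass 50% inhibition; inactive means no replicate passes 50% inhibition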;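 further: signal counts dimethyl H3K9 product captured on neutravidin plate; 0% = median of DMSO wells and 100% = 0.3 times that DMSO median; strong numbers were not always called active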
GRK2 inh – inhibitors of human GRK2 displacing RNA aptamer; P25098; bead flow cytometry, FAM-aptamer displacement from GRK2; inhibition of aptamer binding, % at 10 µM; 330,000 tested, 0.59% active; AID 488847;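 active means inhibition of aptamer binding above 40%, roughly 3 SD of noise, on plates passing a quality check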;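 further: median bead fluorescence of bound FAM aptamer so fluorescent compounds give negative values; no value below 0 was filed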
AGP1-GFP MLPCN – yeast TOR pathway AGP1-GFP modulation. S. cerevisiae AGP1-GFP multiplex flow cytometry, 3 h; GFP as percent of DMSO wells. GFP response vs DMSO, % at 10 µM. 320,000 tested, 0.02% active;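 active means GFP response relative to DMSO above a set limit, near screen average plus 3 SD, cut at about 150% in these data; inconclusive means fewer than 70 cells counted for the yeast strain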;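 further: median GFP channel fluorescence of the gated AGP1 strain per well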
LAP4 TOR yeast – yeast TOR pathway LAP4-GFP modulation; S. cerevisiae LAP4-GFP multiplex, flow cytometry GFP, 3 h; median GFP as percent of DMSO wells; GFP response vs DMSO, % at 10 µM; 320,000 tested, 0.34% active;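 active means GFP response vs DMSO above a set limit, about the screen mean plus 3 SD, cut at about 150% in these data; inconclusive means under 70 cell events counted for the yeast strain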
CIT2 TOR yeast – yeast TOR pathway CIT2-GFP modulation | S. cerevisiae CIT2-GFP strain, flow cytometry, 3 h; 100 means same as DMSO wells | GFP response vs DMSO, % at 10 µM | 320,000 tested, 0.065% active | AID 2029;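 active means GFP response relative to DMSO above a set limit, near the screen mean plus 3 SD, cut at about 150% in these data; inconclusive means Fewer than 70 cells measured for a yeast strain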;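 further: ratio of well median GFP fluorescence to mean of DMSO wells on the plate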
MEP2 TOR yeast – alters MEP2-GFP fluorescence in TOR pathway yeast screen. S. cerevisiae MEP2-GFP strain, flow cytometry GFP, 3 h; 100% = DMSO control level. GFP response vs DMSO, % at 10 µM. 330,000 tested, 0.51% active;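 active means GFP response versus DMSO above a set limit, roughly screen mean plus 3 SD, cut at about 180% in these data; inconclusive means fewer than 70 cells counted for a yeast strain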;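 further: median GFP fluorescence of the barcode-gated MEP2-GFP cells per well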
* marks the source's active call; other numbers are inactive results; ? = inconclusive; . = no result given; & = joins results of further samples; [ ] = dose if it differs, or a comment.

Below each compound – RPL19A-GFP yeast	VLA-4 inh	GASC-1 inh	GRK2 inh	AGP1-GFP MLPCN	LAP4 TOR yeast	CIT2 TOR yeast	MEP2 TOR yeast
Cc1cccc(N(CC(=O)NC2CCCC2)C(=O)CCC(=O)Nc2nc(C)cs2)c1
→ 103	2	1	0	102	98	111	103
NC(=O)C1CCN(C(=O)CCCCCn2c(=O)[nH]c3ccsc3c2=O)CC1
→ 22*[may fluoresce violet]	0	5	0	?	83[may fluoresce violet]	?	222*[may fluoresce violet]
O=C(Nc1cccnc1)/C(N=Nc1cccnc1)=C(\O)c1ccccc1
→ 101	-8	-1	3	96	105	107	129
CC(C(=O)N=Nc1c(O)[nH]c2ccccc12)n1cnc2ccccc2c1=O (stereo not drawn)
→ 108	10	1	5	108	111	110	110
CCOP(=O)(OCC)C(NC(=O)Nc1ccc(Cl)cc1)C(=O)N(CC)CC (stereo not drawn)
→ 104	6	-3	0	97	85	101	110
COc1ccc(CC(=O)N2CCN(c3ccc(F)cc3)CC2)cc1
→ 103	8	-2	1	90	86	101	104
O=C(NCCO)c1ccc2c3n(nc2c1)-c1ccccc1CO3
→ 102	-7	-5	6	92	141	127	94
CCCn1c(/C=C/c2ccccc2)nc2ccccc21
→ 97	.	24	0	92	109	90	101
CC(C)(C)n1nc2c(c1NC(=O)c1c(F)cccc1F)CS(=O)(=O)C2
→ 99	5	-1	0	100	104	98	108
Cc1ccc(-n2cnnn2)cc1Cl
→ 107	36	10	0	96	85	99	104
Cc1cc(/C(=N/O)C(C)(C)NO)ccc1Cl
→ 96	5	4	0	104	101	98	94
CC(C)c1ccc(NC(=O)CNS(=O)(=O)c2ccc(F)cc2)cc1
→ 92	11	3	1	93	99	96	100
O=C(Nc1ccccc1)N(CCCN1CCOCC1)Cc1ccccc1F
→ 93	-20	-4	1	96	103	114	109
Nc1n[nH]c(N)c1N=Nc1ccc(Cl)cc1Cl
→ 106	2	-15	3	103	101	98	108
CCOC(=O)CSc1n[nH]c(=S)s1
→ 98	9	-9	0	124	115	116	103
COC(=O)c1c(NC(=O)CSc2nnc(Cn3nnc4ccccc43)n2C)sc(C)c1C
→ 97	10	-2&3	2	98	103	102	104
COc1ccc(OC)c(S(=O)(=O)NCC(c2ccco2)N2CCc3ccccc3C2)c1 (stereo not drawn)
→ 95	5	10	0	101	93	102	99
Cc1ccc(S(=O)(=O)N2CCCCC2)cc1NC(=O)Cn1cc(C(F)(F)F)ccc1=O
→ 103	8	.	0	107	115	104	109
Cc1cc(C(=O)Nc2ccccc2)oc1C
→ 90	3	-4	1	87	88	91	93
COc1ccc(NC(=O)c2ccc3c(c2)NC(=O)CO3)cc1OC
→ 101	-2	-3	1	114	106	115	105
Cc1ccc(C(C)C)c(OCC(=O)NN2C(=O)c3ccccc3C2=O)c1
→ 95	6	13	1	89	92	82	99
Cc1c(C)n(CCc2ccccc2)c2ncnc(NCCCN(C)C)c12
→ 88[may fluoresce violet]	22	-21	12	15[may fluoresce violet]	60[may fluoresce violet]	?	155[may fluoresce violet]
CSc1ccccc1OCc1cc(C(=O)N2CCN(c3ncccn3)CC2)no1
→ 101	16	5	5	98	111	101	100
CC(=O)N1CCN(C(=S)NC(=O)c2ccc(S(=O)(=O)N3CCOCC3)cc2)CC1
→ 103	25	1	5	101	97	97	106
CON(C)S(=O)(=O)c1ccc2c(c1)N(Cc1ccc(C)cc1)C(=O)C1CCCN21 (stereo not drawn)
→ 97	7	-15	0	100	104	94	99
Cc1cnc(C(=O)OCC(=O)Nc2ccc(C)c(S(=O)(=O)N3CCCCC3)c2)cn1
→ 101	5	0	0	103	91	102	101
Cc1cc(C)cc(NC(=O)Cn2nnc3ccccc3c2=O)c1
→ 97	3	-16	0	100	112	94	91
CC(C)CN1CCN(Cc2c[nH]c3ccccc23)CC1CCO (stereo not drawn)
→ 101	-3	-34	0	99	92	104	103
CCOC(=O)N1CCN(C(=O)CCc2ccccc2)CC1
→ 98	15	-6	0	98	98	99	100
CCCCn1c(SCC(=O)OCC)nc2c1c(=O)[nH]c(=O)n2C
→ 95	-13	11	1	100	92	102	100

Shown as a hit in RPL19A-GFP yeast, among the entries above:
Below each compound – RPL19A-GFP yeast	VLA-4 inh	GASC-1 inh	GRK2 inh	AGP1-GFP MLPCN	LAP4 TOR yeast	CIT2 TOR yeast	MEP2 TOR yeast
NC(=O)C1CCN(C(=O)CCCCCn2c(=O)[nH]c3ccsc3c2=O)CC1
→ 22*[may fluoresce violet]	0	5	0	?	83[may fluoresce violet]	?	222*[may fluoresce violet]

More structures.
Below each compound – RPL19A-GFP yeast	VLA-4 inh	GASC-1 inh	GRK2 inh	AGP1-GFP MLPCN	LAP4 TOR yeast	CIT2 TOR yeast	MEP2 TOR yeast
COc1ccc(S(=O)(=O)N2CCCN(C)CC2)cc1
→ 101	26	19	1	106	97	100	94
CCOc1ccc(NC(=O)c2ccc(-n3cccn3)nc2)cc1
→ 93	13	3	0	97	93	94	90
O=C(NCC(=O)N(c1ccc(F)cc1)C(C(=O)NCC1CCCO1)c1ccccc1)c1ccco1 (stereo not drawn)
→ 102	10	-8&8	1	109	91	.	104
CCOCCCN1C(=O)CN(C2CCCCCC2)C(=O)C1c1ccc(OC)cc1 (stereo not drawn)
→ 107	-3	-5	0	110	111	118	111
C/C(=N\NC(=O)COc1cccc(Br)c1)c1ccc2c(c1)OCCO2
→ 102	0	.	2	98	100	98	97
CCOc1ccc(NC(=S)N(CCCN2CCOCC2)Cc2cn(C)c3ccccc23)cc1
→ 106	5	-11	1	107	95	110	108
COc1ccc(S(=O)(=O)NCC(=O)N(Cc2ccco2)C(C(=O)NC(C)(C)C)C(C)C)cc1 (stereo not drawn)
→ 98	6	-251	0	98	91	100	93
Cn1cc(Cl)c(C(=O)Nc2nc3ccc([N+](=O)[O-])cc3s2)n1
→ 98	6	-4	0	84	86	95	106
COc1ccc(NS(=O)(=O)c2ccc(NS(=O)(=O)c3cccs3)cc2)cc1
→ 98	11	4	1	90	90	100	102
Cc1sc2nc(CSC(C)C(=O)N3CCOCC3)[nH]c(=O)c2c1C (stereo not drawn)
→ 109	-20	3	0	100	89	103	102

A different layout for part of the listing above.
Structure,RPL19A-GFP yeast,VLA-4 inh,GASC-1 inh,GRK2 inh,AGP1-GFP MLPCN,LAP4 TOR yeast,CIT2 TOR yeast,MEP2 TOR yeast
C/C(=N\NC(=O)COc1cccc(Br)c1)c1ccc2c(c1)OCCO2,102,0,.,2,98,100,98,97
CCOc1ccc(NC(=S)N(CCCN2CCOCC2)Cc2cn(C)c3ccccc23)cc1,106,5,-11,1,107,95,110,108

Continuation:
Below each compound – RPL19A-GFP yeast	VLA-4 inh	GASC-1 inh	GRK2 inh	AGP1-GFP MLPCN	LAP4 TOR yeast	CIT2 TOR yeast	MEP2 TOR yeast
O=C(NCc1ccco1)/C(=C\c1cccc([N+](=O)[O-])c1)NC(=O)c1ccco1
→ 101	22	4	2	102	94	108	101
COC1=CC(=O)C[C@@H](C)[C@]12Oc1c(Cl)c(OC)cc(OC)c1C2=O
→ 100	54*	-7	4	81	99	78	95
Cn1c(Cc2nc3ccccc3n2C)nc2ccccc21
→ 92	16	10	0	78	107	68	91
CCC(C)(C)NC(=O)C(OC(=O)c1cc2sccc2n1C)c1ccc(OC)cc1 (stereo not drawn)
→ 92	-4	7	0	93	87	94	94
COc1cccc(/C=C(/C(=O)OCC(=O)NCC2CCCO2)c2ccccc2)c1 (stereo not drawn)
→ 106	-3	4	0	106	102	104	102
CCN1CCCc2cc(CN(CCN3CCOCC3)C(=S)Nc3cccc(C)c3)ccc21
→ 99	9	-5	1	105	106	104	101
CCC1(C)CC2(CCCN(CCC(=O)c3ccccc3)C2)CCO1 (stereo not drawn)
→ 95	40	-1	0	90	86	92	94
CCN(CC)C(=O)Cn1c(=O)n(C)c2ccccc21
→ 102	-6	0	2	106	100	102	100
CCc1ccc(C(=O)C(C)OC(=O)Cn2cnc3c2c(=O)n(C)c(=O)n3C)cc1 (stereo not drawn)
→ 98	35	5	2	99	105	94	100
CCCC(C)NC(=O)C1c2ccccc2Oc2ccccc21 (stereo not drawn)
→ 103	4	-9	5	101	98	100	105
C=CCSc1nnc(NC(=O)c2c(CC)noc2C)s1
→ 86	19	2	0	96	112	84	91
c1ccc2c(-n3cccn3)cccc2c1
→ 100	16	16	3	105	99	102	104
COc1cc(OC)cc(-c2cc(N)n(S(=O)(=O)c3cccc4nsnc34)n2)c1
→ 104	-7	1	0	99	102	99	97
COc1cc(C(=O)NC(c2ccccc2)c2ccccc2)cc(OC)c1OC
→ 101	2	-9	1	96	98	99	106
COc1cccc(OC)c1C(=O)Nc1ccccc1Sc1ccccc1
→ 90	-4	-4	0	96	107	97	89
COc1ccc(C2=CC(c3ccc(OC)c(OC)c3)n3nnnc3N2)c(OC)c1 (stereo not drawn)
→ 100	-6	5	1	100	106	99	103
COc1ccccc1/C=C/C(=O)NCC(=O)N/N=C(/C)c1ccc(Cl)cc1
→ 99	23	-11	2	105	91	98	99
CNC(=O)c1nc(C)n(-c2ccc(Cl)cc2Cl)n1
→ 100	2	2	0	105	99	96	94
O=C(NCCS(=O)(=O)N1CCN(c2ccc(F)cc2)CC1)c1ccc2c(c1)OCO2
→ 99	3	1	0	101	101	95	100
CC(C)(C)[C@H]1COC(=O)CCCC/C=C\C[C@H](CC(=O)NCCO)C(=O)N1
→ 108	6	.	1	110	106	97	104
Cc1ccc(O)c(Nc2ncnc3ccc([N+](=O)[O-])cc23)c1
→ 98	-9	1	3	103	100	105	102
CCNc1ccc(P(=O)(c2ccccc2)c2ccccc2)cc1
→ 99	5	5	2	109	101	104	96
COC(=O)C(C)NC(=O)C12CC3CC(CC(C3)C1)C2 (stereo not drawn)
→ 95	-1	7	4	96	92	100	87
COc1ccc(S(=O)(=O)Nc2ccc3c(c2)OCCO3)cc1OC
→ 105	22	0	2	106	101	109	112
C=CCN([C@@H](CC(C)C)C(=O)OC)S(=O)(=O)N(CC=C)[C@@H](CC(C)C)C(=O)OC
→ 97	7	0	2	97	105	100	108
COc1ccc(-c2n[nH]c(C)c2-c2ccc(Cl)cc2)c(O)c1OC
→ 99	9	-7	1	101	105	101	102

Among those listed so far, eight contain an NH in an aromatic ring:
Below each compound – RPL19A-GFP yeast	VLA-4 inh	GASC-1 inh	GRK2 inh	AGP1-GFP MLPCN	LAP4 TOR yeast	CIT2 TOR yeast	MEP2 TOR yeast
NC(=O)C1CCN(C(=O)CCCCCn2c(=O)[nH]c3ccsc3c2=O)CC1
→ 22*[may fluoresce violet]	0	5	0	?	83[may fluoresce violet]	?	222*[may fluoresce violet]
CC(C(=O)N=Nc1c(O)[nH]c2ccccc12)n1cnc2ccccc2c1=O (stereo not drawn)
→ 108	10	1	5	108	111	110	110
Nc1n[nH]c(N)c1N=Nc1ccc(Cl)cc1Cl
→ 106	2	-15	3	103	101	98	108
CCOC(=O)CSc1n[nH]c(=S)s1
→ 98	9	-9	0	124	115	116	103
CC(C)CN1CCN(Cc2c[nH]c3ccccc23)CC1CCO (stereo not drawn)
→ 101	-3	-34	0	99	92	104	103
CCCCn1c(SCC(=O)OCC)nc2c1c(=O)[nH]c(=O)n2C
→ 95	-13	11	1	100	92	102	100
Cc1sc2nc(CSC(C)C(=O)N3CCOCC3)[nH]c(=O)c2c1C (stereo not drawn)
→ 109	-20	3	0	100	89	103	102
COc1ccc(-c2n[nH]c(C)c2-c2ccc(Cl)cc2)c(O)c1OC
→ 99	9	-7	1	101	105	101	102
